# HTT ATP protect: Huntington cell model cytoprotection by ATP luminescence; PC12 HTT-Q103 induced, cytoprotection, ATP luminescence, 40 h; Potency, µM (doses to about 56.4 µM), for the others: cytoprotection (ATP increase), usual class: activators; 230,000 compounds, 0.14% hits; AID 1471;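 also: % of control where 0% means no effect; nearly all actives have a fitted effect of over 45% in size; toxic huntingtin expression switched on by the ecdysone agonist tebufenozide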
#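 Stable PC12 Q103-GFP cells in serum-supplemented, phenol red-free DMEM; induction by tebufenozide at 100 nM final; compound dose series; cell viability quantified luminescently from ATP.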
# TRb-SRC2 inh: disrupts binding of human TR beta to SRC2; TRbeta-SRC2 peptide binding, fluorescence polarization; receptor liganded with 1 µM T3; Potency, µM (top dose mostly 106 µM), without a hit: top-dose activity change, negative = inhibition, most hits filed as inhibitors; 280,000 compounds, 0.065% hits;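 also: plate controls were bound peptide for no effect and peptide without receptor for full effect; nearly all actives have a fitted effect of over 50% in size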
#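 Assay buffer: 20 mM Tris-HCl, 100 mM NaCl, 10% glycerol, 1 mM EDTA, 0.01% NP-40, 1 mM DTT, 1 uM T3, 5% DMSO; TRb LBD 0.6 uM, Texas Red SRC2 20 nM; FP after 5 hr.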
# Tau fluor cs: counter-screen for tau fibril formation inhibitors; tau K18 P301L Alexa594 fluorescence, heparin fibrillization; Potency, µM (titrated, usually from 57.7 µM), inactives show at the highest dose activity change, negative = decrease; 280,000 compounds, 0.93% hits; also: % is scaled to controls: 0 for no effect and ±100 for the full control effect; nearly all actives have a fitted effect of over 55% in size
#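 Human tau K18 P301L (15 uM unlabeled, 0.24 uM Alexa 594-labeled) in 100 mM sodium acetate pH 7 with 20 uM heparin, 6 hr at 37 C. ThT 30 uM added, 1 hr ambient; Alexa 594 FP and total fluorescence read at 555/632 nm.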
# L3MBTL1 block: blocks human L3MBTL1. AlphaScreen L3MBTL1–H3K9me1 peptide binding. Potency, µM (series often up to 57.1 µM), for inactives: top-dose activity, negative = inhibition, hits mostly inhibitors. 230,000 compounds, 0.66% hits. AID 485360; also: % is scaled to controls: 0 for no effect and ±100 for the full control effect; nearly all actives have a fitted effect of over 60% in size
# Target sequence (Q9Y468 whole entry, looked up): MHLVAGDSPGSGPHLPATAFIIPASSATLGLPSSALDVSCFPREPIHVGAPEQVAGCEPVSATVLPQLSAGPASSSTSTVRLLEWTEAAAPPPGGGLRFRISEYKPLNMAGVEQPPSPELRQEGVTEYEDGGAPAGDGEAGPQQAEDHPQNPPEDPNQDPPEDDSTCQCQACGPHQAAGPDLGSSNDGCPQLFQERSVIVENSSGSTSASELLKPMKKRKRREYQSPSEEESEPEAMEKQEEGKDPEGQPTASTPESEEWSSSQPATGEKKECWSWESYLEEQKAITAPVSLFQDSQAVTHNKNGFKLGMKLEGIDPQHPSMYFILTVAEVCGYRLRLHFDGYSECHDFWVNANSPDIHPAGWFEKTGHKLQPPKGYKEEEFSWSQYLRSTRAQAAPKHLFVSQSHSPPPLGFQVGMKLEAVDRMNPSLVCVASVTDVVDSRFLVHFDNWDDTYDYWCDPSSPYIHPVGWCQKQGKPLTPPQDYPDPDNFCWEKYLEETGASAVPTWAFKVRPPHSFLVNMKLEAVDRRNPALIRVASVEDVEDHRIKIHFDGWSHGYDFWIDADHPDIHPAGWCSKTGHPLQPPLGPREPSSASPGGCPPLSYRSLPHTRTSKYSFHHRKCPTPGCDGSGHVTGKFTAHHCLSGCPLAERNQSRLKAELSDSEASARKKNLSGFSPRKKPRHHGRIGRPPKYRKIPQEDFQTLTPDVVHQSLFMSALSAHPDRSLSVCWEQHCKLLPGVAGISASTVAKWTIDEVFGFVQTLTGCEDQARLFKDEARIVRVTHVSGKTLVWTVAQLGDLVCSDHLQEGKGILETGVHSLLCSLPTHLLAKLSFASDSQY
#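 Displacement of a biotinylated histone H3(1-15) peptide monomethylated at Lys9 (75 nM) from L3MBTL1 (50 nM) was measured by AlphaScreen after a 30 min room-temperature compound incubation; cefsulodin titration served as intraplate control.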
# TR SRC2 fluor cs: alters Texas Red total fluorescence, flagging assay interference; TRb/SRC2 Texas Red total fluorescence interference; Potency, µM (series often up to 106 µM), for the others: at the highest dose fluorescence change, negative = quenching; 280,000 compounds, 0.29% hits; active = well fitted curve in either direction with a large enough effect; inconclusive = small, poorly fitted or top-dose-only effect; also: % is scaled to controls: 0 for no effect and ±100 for the full control effect
#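 Flags fluorescent or light-absorbing compounds by total fluorescence, S + 2P, at 555 nm excitation and 632 nm emission. Mixture: 20 nM Texas Red SRC2 peptide, 0.6 uM human TRb LBD, 1 uM T3, 5% DMSO; compound exposure 5 h at ambient temperature.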
# Tau ThT inhib: inhibitors of human tau fibril formation, thioflavin T binding | P10636 | 270,000 compounds, 2.1% hits | recombinant tau K18 P301L (four-repeat tau fragment), heparin-induced fibrillization, ThT fluorescence | Potency, µM (series often up to 57.4 µM), without a hit: at the highest dose activity, negative = inhibition, hits mostly inhibitors | AID 1460; also: % is scaled to controls: 0 for no effect and ±100 for the full control effect; nearly all actives have a fitted effect of over 55% in size
# Target sequence (P10636 561-689 P618L limits assumed): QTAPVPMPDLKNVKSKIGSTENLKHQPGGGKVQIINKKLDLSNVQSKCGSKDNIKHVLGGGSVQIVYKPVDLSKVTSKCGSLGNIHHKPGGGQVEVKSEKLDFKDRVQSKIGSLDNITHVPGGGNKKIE
#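 K18 P301L tau (15 uM + 0.24 uM Alexa 594-tagged), heparin 20 uM, NaOAc pH 7, 6 h 37 C; ThT 30 uM, 1 h RT, ex 450/em 510 nm.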
# Tau fibril FP: inhibitors of human tau fibril formation | AID 1468 | K18 P301L tau heparin fibrillization, Alexa594 FP, 6 h | 280,000 compounds, 0.39% hits | Potency, µM (highest dose often 57.7 µM), for inactives: top-dose activity, negative = inhibition, hits mostly inhibitors | P10636; also: % is scaled to controls: 0 for no effect and ±100 for the full control effect; nearly all actives have a fitted effect of over 55% in size
#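 Human K18 P301L fragment (15 uM unlabeled plus 0.24 uM Alexa 594-labeled) in 100 mM sodium acetate pH 7 with compound, aggregation induced by 20 uM heparin for 6 hr at 37 C. ThT (30 uM) added for 1 hr, then Alexa 594 FP read.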
# RECQ1 helicase: inhibitors of human RECQ1 DNA helicase; P46063; RECQ1 DNA unwinding, red fluorescence kinetic read; Potency, µM (titrated, usually from 57.3 µM), for inactives: top-dose activity, negative = inhibition, usual class: inhibitors; 240,000 compounds, 0.54% hits; AID 2549;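 also: plate controls were vehicle for no effect and no enzyme for full effect; nearly all actives have a fitted effect of over 30% in size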
#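 50 nM RECQ1T1 preincubated 15 min with compound in Tris pH 8.0 buffer with MgCl2, DTT, Tween-20 and 2.5 ug/ml poly(dI-dC); started with 200 nM TAMRA/BHQ-2 forked duplex and 2 mM ATP. Unwinding read as fluorescence (525/598 nm), two reads 2 h apart.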
# Active calls of the source: *; i = inactive; ? = inconclusive; · = not tested or not shown; & = joins results of further samples; [ ] = dose if it differs, or a comment. Unless noted, calls follow the shape of the dose curve; as a rule, active = well fitted curve in the direction sought with a large enough effect; inconclusive = small, poorly fitted or top-dose-only effect, or another doubt; inactive = no such curve, though single readings can be large; an effect the other way counts as inactive or inconclusive. Potency is read from the fitted curve at half-maximal effect.
SMILES,HTT ATP protect,TRb-SRC2 inh,Tau fluor cs,L3MBTL1 block,TR SRC2 fluor cs,Tau ThT inhib,Tau fibril FP,RECQ1 helicase
Cc1cccc(Cn2c(=O)n(Cc3ccccc3)c(=O)c3c2c2cc(C)ccc2n3C)c1,·,2%,6%,·,1%,15%,-2%,·
Cc1ccc(-c2nc(C=Nc3ccc(O)cc3)c(O)o2)cc1,7%,?,?,·,-11%,?,-4%,-21%
O=C1C2CCCN2C(c2ccccc2)N1c1cccc(Cl)c1 (configuration not stated),-7%,-6%,-1%,·,1%,0%,4%,-8%
CNCC(O)COc1cccc(OC)c1 (configuration not stated),-37%[inhibitor],-6%,-1%,5%,-3%,-5%,-1%,-4%
C=CCOC(=O)/C(=C\c1ccc(OC)cc1)NC(=O)c1ccco1,-20%,-9%,-1%,-2%,-3%,-9%,-2%,-1%
COc1nccc(-c2ccc(F)cc2)c1C#N,-35%[10 µM],-4%,2%,23%,1%,-3%,2%,-1%
N#CC(C#N)=C1C(=O)N(CCN2CCOCC2)c2ccccc21,-11%[10 µM],-5%,-14%,·,-2%,·,?,1%
CC(=O)c1ccc(N2CCN(C(=S)NCc3ccco3)CC2)cc1,·,7%,-17%,-5%,-1%,?,-3%,-1%
Cc1ccc2c(c1)-c1c(cnc3cc(-c4ccc(Cl)cc4)nn13)CO2,·,2%,-23%,·,-13%,?,?,·
Cn1c(Cc2ccccc2)nnc1SCC(=O)N1CCOCC1,-10%,-14%,-1%,·,3%,-2%,-4%,-16%
CCOC(=O)Nc1nc(C)c(C(=O)c2ccc(Cl)cc2)s1,-50%[inhibitor],1%,-11%,·,1%,-10%,-5%,i
CC(C)CC(NC(=O)C1CCCN1C(=O)OC(C)(C)C)C(=O)NCC(N)=O (configuration not stated),-7%,0%,-13%,·,-1%,-9%,6%,-4%
CN(C)S(=O)(=O)c1ccc(NC=C(C#N)C#N)cc1,5%[10 µM],4%,-7%,·,-1%,-4%,-6%,1%
Cc1cccc(C)c1NC(=O)Cn1nnc(C(=O)Nc2c(C)cccc2C)c1N,·,-1%,-16%,·,-1%,-11%,?,·
COC(=O)C1=C(C)N(CC2CC2)C(=O)N[C@H]1c1ccc(Br)cc1,21%,8%&-3%,-6%&-12%,-4%,-1%&-1%,0%&-12%,-2%&4%,-8%&-10%
Fc1cccc(NC(=S)NCc2ccc(Cl)cc2)c1,·,0%,-26%,13%,-2%,7%,-13%,-2%
CCOc1cccc(C2c3c(oc4ccc(F)cc4c3=O)C(=O)N2CCOC)c1 (configuration not stated),·,-9%,4%,·,6%,5%,0%,·
Cc1ccc(NS(=O)(=O)c2ccc3oc(=O)c4ncn(C)c4c3c2)cc1C,·,1%,-3%,·,-3%,3%,7%,·
O=C(Nc1ccccc1)C1=C[C@@H](c2ccc(Br)cc2)C[C@@H](OCCCCO)O1,-5%[10 µM],7%,-20%,-13%,1%,?,6%,-20%
CN1CCN(C(=O)Nc2ccc3c(c2)N(C)C(=O)c2ccccc2S3)CC1,-23%,-1%,-29%,·,0%,0%,-17%,-15%
CCOC(=O)c1nn(-c2ccccc2)c(C(=O)OCC)c1N,-8%,-3%,1%,·,0%,-4%,3%,5%
CCOc1ccccc1CNC(=O)Cn1c(-c2ccccc2)cc(C(C)=O)c1C,·,6%,-1%,·,-17%,-6%,5%,·
O=C1NC(c2ccccc2)=NC1(NS(=O)(=O)c1ccccc1)C(F)(F)F (configuration not stated),16%,1%,1%,-2%,1%,-1%,-2%,1%
O=C(CSc1c2c(nc3ccc(Cl)cc13)CCCC2)N1CCN(c2ccc(Cl)cc2)CC1,·,-2%,-15%,·,1%,?,-11%,·

# Compound profiles (already shown). Order of screens: HTT ATP protect | TRb-SRC2 inh | Tau fluor cs | L3MBTL1 block | TR SRC2 fluor cs | Tau ThT inhib | Tau fibril FP | RECQ1 helicase
# Results for `CCOc1cccc(C2c3c(oc4ccc(F)cc4c3=O)C(=O)N2CCOC)c1` (configuration not stated) → · | -9% | 4% | · | 6% | 5% | 0% | ·
# Results for `CN1CCN(C(=O)Nc2ccc3c(c2)N(C)C(=O)c2ccccc2S3)CC1` → -23% | -1% | -29% | · | 0% | 0% | -17% | -15%

# The results go on.
SMILES,HTT ATP protect,TRb-SRC2 inh,Tau fluor cs,L3MBTL1 block,TR SRC2 fluor cs,Tau ThT inhib,Tau fibril FP,RECQ1 helicase
O=C(COC(=O)c1ccccc1C(=O)c1ccc(Cl)cc1)NCc1ccccc1,24%[1.9 µM],-2%,-12%,0%,-7%,-3%,3%,-5%
O=C(Nc1cccc(O)c1)c1cccc(S(=O)(=O)N2CCCC2)c1,2.8µM*,5%,-17%,·,-4%,-13%,1%,-4%
CC1CCN(CCc2nc3cc(NS(=O)(=O)c4ccc(F)cc4)ccc3n2C)CC1,-15%[0.074 µM],-10%,1%,10%,0%,-3%,0%,-1%
COC(=O)CCNC(=O)NC(CCC(C)C)c1c(-n2cccc2)sc2c1CCN(C)C2 (configuration not stated),·,-2%,-10%,·,10%,-12%,-3%,·
CCOC(=O)c1cnc(-n2nc(C)cc2C)nc1NC,-45%[inhibitor],-6%,-4%,-3%,-3%,-15%,?,8%
CC(C)CCN1NC2(CCC(C)CC2)NC1=S (configuration not stated),20%[10 µM],-10%,-7%,-17%,2%,-10%,-3%,2%
CNC(=O)Nc1cccc2cccnc12,16%[10 µM],4%,-16%,0%,1%,-10%,-3%,i
O=C(/C=C/c1ccc(N2CCCCC2)c([N+](=O)[O-])c1)c1ccc(S(=O)(=O)N2CCCC2)cc1,-27%[10 µM],2%[53 µM],-28%,-8%,-1%[53 µM],10µM*,?,-2%
CC1(NC(=S)Nc2ccc(NC(=S)NC3(C)CCS(=O)(=O)C3)cc2)CCS(=O)(=O)C1 (configuration not stated),27%[10 µM],1%,-22%,1%,-2%,-10%,8%,4%
Cn1c(=O)n(C)c2cc(NS(=O)(=O)c3ccc(C(C)(C)C)cc3)ccc21,6%[10 µM],7%,-27%,-2%,2%,-14%,6%,-4%
CN1CCN(c2ccc(NS(=O)(=O)c3ccc(Cl)cc3)cn2)CC1,-21%,4%,-9%,-15%,0%,-14%,9%,i
C/C(=N\NC(=O)COc1ccc(C)cc1[N+](=O)[O-])c1cccs1,-26%,14%,-12%,?,0%,?,-1%,5%
COc1ccc(C2C(C(=O)Nc3ccccc3OC)=C(C)Nc3ncnn32)cc1 (configuration not stated),-11%,-10%,-2%,·,2%,-6%,9%,-2%
O=C(Nc1cccc(-n2cnnn2)c1)c1ccco1,10%[10 µM],-1%,-3%,46%[activator],-10%,-3%,-11%,-6%
COc1ccc(NS(=O)(=O)c2cc(NC(=O)[C@@H](NC(N)=O)C(C)C)ccc2C)cc1,18%[10 µM],8%,8%,·,0%,4%,0%,i
Cc1ccc(OCCSc2nnc(NC(=O)c3ccco3)s2)cc1,-11%[0.074 µM],-8%,-11%,-7%,-3%,-17%,-4%,-2%
Cc1noc(C)c1S(=O)(=O)N1CCN(c2ccccc2)CC1,-5%[10 µM],-15%,-2%,·,2%,2%,-1%,-5%
COc1ccc(N2CCN(C(=O)CSCc3ccc(C)cc3)CC2)cc1,·,-2%,?,·,-1%,?,2%,·
CCN1C(C)=C(C)S/C1=C1\SC(=S)N(N)C1=O,·,-8%,-16%,10%,-4%,?,2%,i
Cc1cc(OCc2cc3c(cc2Cl)OCO3)c2c(C)cc(=O)oc2c1,2%[10 µM],7%,-9%,4%,2%,-16%,?,0%
CCOc1ccc2c(c1)C(C)=CC(C)(C)N2S(=O)(=O)c1ccc(C)cc1,-75%[inhibitor][10 µM],-1%,-5%,31%[activator],-2%,-6%,-3%,-10%
Cc1ccc(NC(=O)CNS(=O)(=O)c2cccs2)cc1F,·,1%,2%,1%,-3%,3%,3%,10%
CCc1ccccc1Nc1sc(C(=O)c2cccc(OC)c2)c(N)c1S(=O)(=O)c1ccccc1,·,7%,-24%,·,-1%,-5%,-12%,·
CC1=CC(C)(C)NC(=S)N1c1ccc(C)cc1C,-19%,5%,-4%,·,0%,-3%,2%,-1%
O=C(NC1CCCCC1)c1ccc2c(c1)N(Cc1ccc(Cl)cc1)C(=O)c1ccccc1S2(=O)=O,·,0%,-24%,·,-3%,-8%,-9%,·
N#Cc1c(-c2ccccc2)cc(C2CC2)nc1SCC(=O)c1cccs1,-17%,0%,-24%,12%,-4%,-1%,?,i
CCN(Cc1ccccc1)S(=O)(=O)c1ccc2c(c1)NC(=O)CC(=O)N2,-10%,8%,-5%,·,1%,0%,-6%,0%
CC(C)(c1ccccc1)c1ccc(OCCn2cnc3ccccc3c2=O)cc1,-33%,-1%,-18%,·,-4%,-7%,1%,-9%
COc1cccc(C(=O)Nc2ccc3nc(SCc4ccc(C)cc4)sc3c2)c1,·,10%,?,·,9%,-2%,?,·
CS(=O)(=O)N1CCCC(C(=O)c2cccc(Cl)c2)C1 (configuration not stated),3%[10 µM],0%,-9%,-2%,-1%,5%,-11%,-6%
C=CCn1c(SCC(=O)Nc2ccc3c(c2)OCO3)nnc1-c1ccccc1O,14%,-13%,-6%,-13%,-3%,-3%,?,-15%
CC1(c2ccc3noc(-c4ccc(Cl)cc4)c3c2)OCCO1,-10%,-13%,-13%,-3%,2%,?,-8%,i
O=C(N1CCCC1)n1c(Cc2ccccc2)nc2ccccc21,7%,4%,4%,-1%,1%,5%,-1%,i
COc1cc(Cl)ccc1NC(=S)N(CCCN1CCOCC1)Cc1cn(C)c2ccccc12,-43%[10 µM],-4%,?,-13%,0%,-9%,4%,-10%
CC(=O)N(CCN(C(C)=O)c1ccccc1)c1ccccc1,0%,-11%,3%,-11%[11.4 µM],3%,-8%,-2%,i
COCCn1c(SCC(=O)Nc2cccc(S(N)(=O)=O)c2)nc2ccccc21,-10%,-16%,-11%,·,1%,-9%,1%,0%

# Screening data: PubChem, National Center for Advancing Translational Sciences (NCATS)

# The list is partial; count on the stated rates, not on these rows.
